GPR7 antagonist = blocks human GPR7 receptor signaling; P48145; GPR7-expressing cells, fluorescence antagonist assay; inhibition, % at 4.4 µM; 290,000 compounds, 1.1% hits; in the data active means inhibition above about 16%, passing the limit was not always enough;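 further: cells stimulated with the agonist NPW; 0% = agonist with vehicle and 100% = vehicle without agonist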
Target sequence (P48145 whole entry, looked up): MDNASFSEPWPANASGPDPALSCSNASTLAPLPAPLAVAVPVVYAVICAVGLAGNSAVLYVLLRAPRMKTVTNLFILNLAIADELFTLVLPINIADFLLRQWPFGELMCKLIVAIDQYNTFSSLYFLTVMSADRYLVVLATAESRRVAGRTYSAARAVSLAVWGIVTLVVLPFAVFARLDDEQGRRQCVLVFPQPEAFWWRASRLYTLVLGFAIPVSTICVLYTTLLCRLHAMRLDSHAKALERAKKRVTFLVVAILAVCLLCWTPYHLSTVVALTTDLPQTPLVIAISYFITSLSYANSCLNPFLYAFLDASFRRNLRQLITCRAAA
PfM18AAP inh = blocks P. falciparum M18 aspartyl aminopeptidase; AID 1822; recombinant PfM18AAP, H-Glu-NHMec fluorogenic cleavage; 290,000 compounds, 1.2% hits; inhibition, % at 7.35 µM;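 active means inhibition above the campaign mean inhibition over all tested compounds plus 3 SD, cut at about 28% in these data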;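 further: 0% = plate median of test compound wells and 100% = 2 mM ZnCl2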
p-CIP stab down = compounds decreasing mouse p/CIP protein stability | F442A p/CIP-EGFP cells, EGFP fluorescence, 16 h | decrease of EGFP signal, % at 10 µM | 290,000 compounds, 0.01% hits | AID 1984;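 active means EGFP signal decrease of at least 30% at 10 µM or well 3 SD below plate mean, unless failing retest; inactive means the rest, including hits failing retest or dose response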; further: some compounds called inactive have numbers as strong as hits; many of its hits are not listed in these tables
PHOSPHO1 inh = PHOSPHO1 (human) inhibition; 290,000 compounds, 1.1% hits; recombinant PHOSPHO1, absorbance phosphatase assay; inhibition, % at 13.3 µM; in the data active means inhibition above about 60%
Target sequence (Q8TCT1 whole entry, looked up): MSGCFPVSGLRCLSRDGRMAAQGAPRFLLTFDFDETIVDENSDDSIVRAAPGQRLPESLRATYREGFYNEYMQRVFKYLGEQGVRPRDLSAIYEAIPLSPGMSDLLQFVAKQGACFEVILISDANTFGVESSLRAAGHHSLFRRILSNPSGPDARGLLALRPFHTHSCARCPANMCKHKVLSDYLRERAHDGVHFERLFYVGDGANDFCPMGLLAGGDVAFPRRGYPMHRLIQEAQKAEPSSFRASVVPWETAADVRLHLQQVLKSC
IDE cell activ = activators of human insulin-degrading enzyme in cells; P14735; HEK cells, FAbeta-B cleavage, fluorescence polarization; 0% vehicle, 100% cell-free pure enzyme wells; activation, % at 5.96 µM; 340,000 compounds, 0.073% hits;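 active means activation above the mean of all tested compounds plus 3 SD, set per screening campaign, cut at about 17% in these data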
IMP-1 inh = inhibitors of Pseudomonas aeruginosa IMP-1 metallo-beta-lactamase; purified IMP-1, nitrocefin hydrolysis, epi-absorbance fluorescence; inhibition, % at 5.6 µM; 290,000 compounds, 0.45% hits;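 active means inhibition above the mean plus 3 SD of all compounds in the same screening run, cut at about 4.5% in these data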;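 further: 0% = IMP-1 with DMSO and 100% = DMSO wells lacking enzyme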
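System: purified IMP-1 / Input: IMP-1 dispensed at 0.2 nM / Medium: 50 mM HEPES pH 7.1, 50 µM ZnSO4, 0.05% Brij 35 / Timing: 15 min enzyme–compound preincubation, then 25 min nitrocefin reaction, 25 °C / Technique: plate fluorescence quenching by hydrolysis product, ex 480/em 530 nm / Repeats: singlicate testing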
VIM-2 inhibitor = inhibitors of Pseudomonas aeruginosa VIM-2 metallo-beta-lactamase | purified VIM-2, nitrocefin hydrolysis, epi-absorbance fluorescence | inhibition, % at 5.6 µM | 290,000 compounds, 0.89% hits | AID 1527;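 active means inhibition above the mean of all tested compounds plus 3 SD, cutoff set per screening run, cut at about 7.5% in these data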;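 further: red hydrolysis product quenches plate fluorescence so inhibitors raise well fluorescence; 0% = enzyme with DMSO and 100% = DMSO without enzyme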
NALP1 inh = blocks the NALP1 inflammasome reconstituted in yeast | inhibition, % at 10 µM | 280,000 compounds, 0.61% hits | S. cerevisiae NALP1/ASC/caspase-1 growth, X-gal OD620, 72 h; in the data active means inhibition mostly above about 24%, no sharp cut-off; inactive means mostly below about 32%; further: some compounds called inactive have numbers as strong as hits
IDE inh = inhibitors of human insulin-degrading enzyme in cells; HEK cells, FAbetaB cleavage, fluorescence polarization; P14735; inhibition, % at 5.59 µM; 320,000 compounds, 0.41% hits;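 active means percent inhibition above the average of all tested compounds plus 3 SD, set per screening campaign, cut at about 16% in these data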;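 further: IDE supplied by intact live HEK cells; FP after avidin binding of uncleaved biotin substrate so inhibition keeps polarization high; 0% = DMSO wells and 100% = 60 µM reference IDE inhibitor Ii1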
Active calls of the source: *; · = not tested or not shown.

(1) CCOc1ccc2c(c1)C(N(CCN1CCOCC1)C(=O)Nc1ccc(OC)cc1OC)CC(C)(C)O2 (configuration not stated)
(2) NS(=O)(=O)c1cc(C(=O)OC2CCOC2=O)ccc1Cl (configuration not stated)
(3) Cn1c(CBr)c(C(=O)c2ccc([N+](=O)[O-])cc2)c(=O)n(C)c1=O
(4) CCOC(=O)Cc1c(Sc2ccccc2)c2ccccc2n1C
(5) COC(=O)c1ccc(/C=C/c2ccc3cccc(OC(C)=O)c3n2)cc1

assay / entry,1,2,3,4,5
GPR7 antagonist,-1,-14,-13,-7,-7
PfM18AAP inh,0,2,4,-3,0
p-CIP stab down,-5,-4,-1,-7,-17
PHOSPHO1 inh,14,28,-61,-24,-14
IDE cell activ,3,1,5,5,3
IMP-1 inh,-2.0,-2.1,-3.5,-0.1,-1.6
VIM-2 inhibitor,-2.9,-1.2,-2.5,-2.8,-1.3
NALP1 inh,-8,8,3,33,12
IDE inh,-5,-1,-4,4,2

Record cards, from the list above. Screens in order: GPR7 antagonist	PfM18AAP inh	p-CIP stab down	PHOSPHO1 inh	IDE cell activ	IMP-1 inh	VIM-2 inhibitor	NALP1 inh	IDE inh
Profile of `CCOc1ccc2c(c1)C(N(CCN1CCOCC1)C(=O)Nc1ccc(OC)cc1OC)CC(C)(C)O2` (configuration not stated) = -1	0	-5	14	3	-2.0	-2.9	-8	-5
Profile of `Cn1c(CBr)c(C(=O)c2ccc([N+](=O)[O-])cc2)c(=O)n(C)c1=O` = -13	4	-1	-61	5	-3.5	-2.5	3	-4
Profile of `NS(=O)(=O)c1cc(C(=O)OC2CCOC2=O)ccc1Cl` (configuration not stated) = -14	2	-4	28	1	-2.1	-1.2	8	-1
Profile of `CCOC(=O)Cc1c(Sc2ccccc2)c2ccccc2n1C` = -7	-3	-7	-24	5	-0.1	-2.8	33	4

More entries follow.
(6) CC(CCc1ccccc1)NC(=O)COC(=O)C1=COCCO1 (configuration not stated)
(7) CN(CC1COc2ccccc2O1)C(=S)Nc1ccccc1 (configuration not stated)
(8) Cc1ccc(NC(=O)COn2nnc3ccc(S(=O)(=O)N(C)C)cc32)cc1F
(9) CN(C(=O)CN1C(=O)C2C3CC(C(Br)C3Br)C2C1=O)C1CCCCC1 (configuration not stated)
(10) O=C(Cn1nnc(-c2ccccc2)n1)OCc1csc(-c2ccccc2)n1

assay / entry,6,7,8,9,10
GPR7 antagonist,-7,15,2,23*,-9
PfM18AAP inh,4,-1,7,-1,-1
p-CIP stab down,-13,·,-6,6,3
PHOSPHO1 inh,16,·,16,32,-8
IDE cell activ,1,2,1,1,8
IMP-1 inh,-2.4,-2.8,-1.9,-2.5,0.0
VIM-2 inhibitor,-0.3,-2.7,-1.9,-1.6,-0.7
NALP1 inh,13,·,6,3,-9
IDE inh,5,-2,-2,-5,-1

(11) CCOC(=O)c1c(C)nc2c(c1C)c(=O)oc1ccccc12
(12) CC(=O)c1ccc(NC(=O)C2CCN(S(=O)(=O)c3cccs3)CC2)cc1
(13) CC(Sc1ncnc2sc(-c3ccccc3)cc12)C(N)=O (configuration not stated)
(14) CCCNC(=S)N1CCC(c2nc3cc(C)c(C)cc3[nH]2)CC1
(15) COc1ccc(/C=C(\NC(=O)c2cccs2)C(=O)N2CCOCC2)cc1OC

assay / entry,11,12,13,14,15
GPR7 antagonist,-19,-14,0,7,16
PfM18AAP inh,-2,6,-6,-2,-7
p-CIP stab down,-4,-1,1,-8,-21
PHOSPHO1 inh,-8,0,4,-27,-16
IDE cell activ,-2,2,-6,-2,1
IMP-1 inh,-2.0,-2.6,-2.3,0.5,0.5
VIM-2 inhibitor,-1.6,-2.1,1.6,3.5,1.6
NALP1 inh,6,-6,7,-2,25
IDE inh,-2,8,7,2,-4

(16) Cc1nn2c3c(cnc2c1-c1ccccc1)C(=O)CCC3
(17) O=S(=O)(c1ccc2ccccc2c1)N1CCN(Cc2ccccn2)CC1
(18) CC1CCCC(C)N1CC(O)COCc1ccccc1F (configuration not stated)
(19) Cc1cc(-c2ccccc2)n[nH]1
(20) N=C(N)c1ccc(Cl)cc1

assay / entry,16,17,18,19,20
GPR7 antagonist,-4,11,-18,10,-9
PfM18AAP inh,-2,-3,-8,4,2
p-CIP stab down,-3,-14,-7,-6,-5
PHOSPHO1 inh,-3,1,24,32,22
IDE cell activ,-3,-2,4,2,6
IMP-1 inh,-3.5,-3.3,0.0,-0.8,-1.2
VIM-2 inhibitor,0.8,-4.6,0.6,-2.2,-3.2
NALP1 inh,11,8,11,0,-1
IDE inh,4,-1,2,6,-2

(21) Cc1cc(C)c(NC(=O)CSc2nnc(CNC(=O)c3c(F)cccc3Cl)o2)c(C)c1
(22) COc1cccc(NC(=O)CCc2nnc3ccc(N4CCN(c5cccc(OC)c5)CC4)nn23)c1
(23) O=C1C2CCCCN2C(=O)N1CCCCN1CCN(c2cccc(Cl)c2)CC1 (configuration not stated)
(24) O=C(c1ccc(Cl)cc1)N(Cc1cccs1)C1CCS(=O)(=O)C1 (configuration not stated)
(25) Cc1cc(NC(=O)C2CC(c3c(F)cccc3Cl)=NO2)n(-c2ccccc2)n1 (configuration not stated)

assay / entry,21,22,23,24,25
GPR7 antagonist,-16,-7,11,-5,-9
PfM18AAP inh,3,-3,-1,-8,-9
p-CIP stab down,4,4,5,-18,-6
PHOSPHO1 inh,-10,15,14,51,20
IDE cell activ,5,5,-5,2,2
IMP-1 inh,-3.7,-5.0,-2.1,-3.5,-0.7
VIM-2 inhibitor,-4.2,-4.0,-1.0,-4.8,-1.3
NALP1 inh,7,-1,13,3,-4
IDE inh,-5,9,10,-2,0

(26) CCSC1=NCN(CCCC(=O)O)CN1
(27) CC1=C(C(=O)N2CCOCC2)C(c2ccc(O)cc2)NC(=S)N1 (configuration not stated)
(28) NC(=S)Nc1ccc(F)c(F)c1F
(29) COc1cc(/C=N/NC(=S)NC2CC3C=CC2C3)cc(OC)c1OC (configuration not stated)
(30) N#C/C(=N\Nc1ccc([N+](=O)[O-])cc1)C(N)=S

assay / entry,26,27,28,29,30
GPR7 antagonist,-19,-4,-16,0,4
PfM18AAP inh,0,5,2,8,-3
p-CIP stab down,-14,-12,9,0,-7
PHOSPHO1 inh,11,-5,43,-32,13
IDE cell activ,0,2,4,·,-1
IMP-1 inh,-2.8,-2.2,-1.4,-1.1,-8.2
VIM-2 inhibitor,-4.4,-2.6,-1.1,-4.6,-7.7
NALP1 inh,-4,28,·,7,·
IDE inh,1,3,-4,2,6

(31) O=C(O)CCc1nn2cnc3sc4c(c3c2nc1=O)CCCC4
(32) O=C(Nc1ccccc1)C1=C[C@H](c2ccc3c(c2)OCO3)C[C@H](OCc2ccc(CO)cc2)O1
(33) CCN1CCc2nc(NC(=O)C(c3ccccc3)c3ccccc3)sc2C1
(34) CCC(=O)N(Cc1cc2ccccc2[nH]c1=O)c1ccccc1OC
(35) CCOC(=O)c1c(NC(=O)CSc2nnc(-c3c[nH]c4ccccc34)n2CC)sc2c1CCCC2

assay / entry,31,32,33,34,35
GPR7 antagonist,-5,3,-5,7,-5
PfM18AAP inh,15,13,5,-2,4
p-CIP stab down,5,-17,-8,6,-12
PHOSPHO1 inh,-6,22,8,-18,9
IDE cell activ,4,5,2,1,3
IMP-1 inh,-1.4,0.8,-1.8,-0.9,-0.9
VIM-2 inhibitor,3.8,-0.8,-3.4,0.5,-2.6
NALP1 inh,-1,15,-4,7,27
IDE inh,6,9,-11,4,4

(36) O=C(NCCNC(=O)c1ccc(Br)o1)c1cccnc1
(37) O=C(CCc1nnc2ccc(NCc3ccccc3Cl)nn12)NC1CCCCC1
(38) CC1CCN(S(=O)(=O)c2ccc3c(c2)N(CC(=O)NCCCN2CCCC(C)C2)C(=O)CO3)CC1 (configuration not stated)
(39) COCCNC(=O)/C(C#N)=C/c1ccc(C)o1
(40) c1cc(-c2n[nH]c(-c3ccncc3)n2)ccn1

assay / entry,36,37,38,39,40
GPR7 antagonist,-12,-11,2,17,-8
PfM18AAP inh,-2,5,1,7,7
p-CIP stab down,-8,-40,1,-1,·
PHOSPHO1 inh,31,32,6,12,·
IDE cell activ,7,-2,-4,·,4
IMP-1 inh,-1.2,-3.6,-1.8,-0.3,-1.1
VIM-2 inhibitor,-2.5,-1.7,-0.9,-1.5,-0.6
NALP1 inh,20,-14,27,8,·
IDE inh,-4,3,3,1,6

(41) CC(C)(C)NC(=O)NC(=O)CSc1ncccn1
(42) O=C(NNC(=O)c1cccs1)c1ccccc1
(43) Cc1ccc(C)c(S(=O)(=O)c2c(N)n(/N=C/c3ccco3)c3nc4ccccc4nc23)c1
(44) Cc1csc(Nc2ccccc2C(F)(F)F)n1
(45) Cc1ccc(/C=N/NC(=O)Cn2cnc3c2c(=O)n(C)c(=O)n3C)s1

assay / entry,41,42,43,44,45
GPR7 antagonist,-12,-5,3,-16,2
PfM18AAP inh,-13,-3,-1,2,0
p-CIP stab down,-2,-5,3,1,-10
PHOSPHO1 inh,6,2,-5,-13,-4
IDE cell activ,2,1,-8,2,-2
IMP-1 inh,-1.3,-2.0,1.0,-1.4,-1.6
VIM-2 inhibitor,-1.1,-2.1,-0.9,-0.9,-4.6
NALP1 inh,2,3,24,2,22
IDE inh,6,3,0,3,-1

(46) COc1ccccc1C(=O)NNS(=O)(=O)c1ccc(F)cc1
(47) N#Cc1cn(-c2cccc(C(F)(F)F)c2)c(=O)[nH]c1=O
(48) COC(=O)c1ccc(NC(=S)NCCc2ccccc2C)cc1
(49) COc1cccc(N(CC(=O)NC2CCCC2)C(=O)CCC(=O)Nc2nccs2)c1
(50) c1ccc(Cc2nnc3sc(Nc4ccccc4)nn23)cc1

assay / entry,46,47,48,49,50
GPR7 antagonist,14,-1,-3,-13,-1
PfM18AAP inh,12,-7,-12,-15,2
p-CIP stab down,6,-2,-12,-18,-18
PHOSPHO1 inh,14,·,-19,22,-14
IDE cell activ,2,4,-4,-3,7
IMP-1 inh,-2.2,-0.5,-2.2,-0.5,-7.2
VIM-2 inhibitor,2.6,-1.1,-0.3,-0.6,0.6
NALP1 inh,20,6,26,14,15
IDE inh,2,6,-5,-6,-1

(51) CCC(NS(=O)(=O)c1ccc(C)cc1)C(=O)N1CCOCCOCCOCCOCC1 (configuration not stated)
(52) C/C=C/c1ccccc1OCc1ccc(C(=O)O)o1
(53) c1ccc(C2OC3c4cccc5cccc(c45)C3N2c2ccccc2)cc1 (configuration not stated)
(54) CCC(C)NC(=O)CCNS(=O)(=O)c1ccc(Br)cc1 (configuration not stated)

assay / entry,51,52,53,54
GPR7 antagonist,-13,-5,3,-4
PfM18AAP inh,5,-2,7,4
p-CIP stab down,-1,2,1,5
PHOSPHO1 inh,36,-11,2,0
IDE cell activ,0,6,-5,3
IMP-1 inh,-3.1,0.7,3.4,0.0
VIM-2 inhibitor,-4.4,-1.8,1.8,1.3
NALP1 inh,5,·,15,21
IDE inh,3,0,-2,3

High-throughput results deposited in PubChem BioAssay by several laboratories.
